Screening results from PubChem BioAssay.
D1 mod: allosteric modulators of human D1 dopamine receptor; P21728; HEK293 D1, CRE-luciferase, dopamine EC30 potentiation; actives deviate in either direction; B-score at 10 µM; 5.9% of 58,000 active; AID 641;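 active = luminescence count or its row- and column-corrected plate score outside the 99.7% band of the plate's sample wells, on either side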
Target sequence (P21728 whole entry, looked up): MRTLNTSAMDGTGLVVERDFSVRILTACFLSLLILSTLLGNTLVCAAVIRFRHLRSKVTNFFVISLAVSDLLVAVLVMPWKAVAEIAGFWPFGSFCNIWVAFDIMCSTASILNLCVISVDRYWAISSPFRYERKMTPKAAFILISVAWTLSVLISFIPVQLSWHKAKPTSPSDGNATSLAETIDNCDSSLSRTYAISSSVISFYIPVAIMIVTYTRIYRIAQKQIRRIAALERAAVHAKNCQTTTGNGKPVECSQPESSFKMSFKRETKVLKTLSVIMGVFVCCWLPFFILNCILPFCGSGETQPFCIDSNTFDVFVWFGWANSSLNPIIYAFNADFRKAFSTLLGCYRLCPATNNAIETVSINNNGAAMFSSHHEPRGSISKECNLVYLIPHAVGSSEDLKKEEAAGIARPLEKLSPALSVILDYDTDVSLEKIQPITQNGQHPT
TNAP act mid DEA: activates human TNAP at intermediate phosphate acceptor concentration | activation factor at 20 µM | P05186 | purified TNAP, CDP-star luminescence, 100 mM DEA, 30 min; active compounds read high; scale: 0 levamisole-inhibited, 1 vehicle-only enzyme | AID 813 | 64,000 tested, under 10 active;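 active = activation factor of at least 2 at 20 µM, relative to controls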
Target sequence (P05186 whole entry, looked up): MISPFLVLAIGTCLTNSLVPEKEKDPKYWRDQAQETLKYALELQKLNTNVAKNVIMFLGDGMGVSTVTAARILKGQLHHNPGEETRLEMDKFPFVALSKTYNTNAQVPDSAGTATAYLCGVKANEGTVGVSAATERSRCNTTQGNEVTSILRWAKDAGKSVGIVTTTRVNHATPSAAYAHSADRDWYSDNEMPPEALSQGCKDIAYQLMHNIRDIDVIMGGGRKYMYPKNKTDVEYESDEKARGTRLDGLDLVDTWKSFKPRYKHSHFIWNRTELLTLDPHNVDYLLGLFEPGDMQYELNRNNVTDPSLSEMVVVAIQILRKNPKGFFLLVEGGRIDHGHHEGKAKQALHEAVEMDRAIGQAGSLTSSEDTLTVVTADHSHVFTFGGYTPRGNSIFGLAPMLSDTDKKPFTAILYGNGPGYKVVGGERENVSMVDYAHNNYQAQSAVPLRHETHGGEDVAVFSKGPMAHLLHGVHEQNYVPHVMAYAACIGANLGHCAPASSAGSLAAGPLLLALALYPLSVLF
M1 antag: antagonists of rat M1 muscarinic receptor. P08482. 3.4% of 64,000 active. CHO-M1 cells, Fluo-4 calcium, ACh EC80 antagonist mode; active compounds read low. B-score at 10 µM;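 active = calcium fluorescence response, raw or row-and-column corrected B-score, differing from the plate sample mean either way at a set confidence level, mostly lower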
M1 ag: activates the M1 muscarinic receptor | CHO-M1 cells, Fluo-4 calcium fluorescence, agonist mode; active compounds read high | B-score at 10 µM | 3% of 64,000 active | AID 626;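 active = fluorescence rise, raw or as B-score row- and column-corrected plate score, outside the 99.7% band of its plate's samples, either direction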
Jurkat viability: reduces viability or proliferation of Jurkat cells. Jurkat E6.1 viability, ATP luminescence, 48 h. inhibition, % at 4 µM. AID 463. 1.2% of 56,000 active;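 active = inhibition above the mean inhibition of all tested compounds plus 3 SD, cut at about 28% in these data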
Ecoli tolC: E. coli tolC mutant growth inhibition. E. coli BW25113 tolC mutant growth, OD615. growth inhibition, % at 10 µM (by protocol). 2.2% of 65,000 active. AID 573;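 active = growth inhibition at or above a cutoff equal to the mean over every tested compound plus 3 SD, cut at about 60% in these data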;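 note: growth measured after 20 h incubation at 37 °C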
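signal = optical density read at 615 nm | test system = E. coli ΔtolC::kan strain BW25113 | timing = 20 h compound exposure of bacteria at 37 °C | buffer or medium = LB medium plus 50 µg/mL kanamycin | compound dosing = 10 µM final, single dose | evaluation = % inhibition of E. coli growth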
HEK293 NFkB inh: inhibitors of the PMA/ionomycin-induced NF-kB reporter in HEK293 cells; HEK-293 NF-kB luciferase reporter, luminescence; inhibition, % at 3 µM; 0.21% of 62,000 active; AID 465;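 active = inhibition above the mean of all tested compounds plus 3 SD, cut at about 40% in these data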;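 note: 0% = stimulated DMSO wells and 100% = 10 µM reference inhibitor 5653914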
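Timing: 1 h pretreatment, 16 h stimulation, 37 °C; system: HEK-293 cells with stable firefly luciferase reporter driven by four HIV NF-kB elements; doses: 3 µM once, 0.30% DMSO; measured by: luciferase luminescence; control set: DMSO and 10 µM reference inhibitor; repeats: single test; reagent: PMA plus ionomycin mix as NF-kB-activating stimulus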
SF1 activator: SF-1 (human) activation; Q13285; activation, % at 10 µM; CHO-K1 Gal4-SF-1 LBD luciferase reporter; % increase over DMSO SF-1-specific signal; 1.9% of 65,000 active;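 active = activation above the mean activation of all tested compounds plus 3 SD, cut at about 50% in these data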
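Material: CHO-K1 cells with Gal4–hSF-1 LBD chimera plus Gal4-driven luciferase / Input: 4,000 CHO-K1 cells per well / Incubation: compound exposure 20 h at 37 °C / Signal: luminescence read 15 min after SteadyLite luciferase reagent, after room-temperature equilibration / Read-out: percent activation versus DMSO / Benchmarks: DMSO negative control and −SF1 background wells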
NADH enzymes: inhibition of NAD/NADH coupling enzymes, library profiling. IC50, µM (titrated, usually from 10 µM), inactives show top-dose inhibition. coupled PK/LDH NADH assays, four targets. 0.02% of 65,000 active;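 active = single-dose screening hits from any of four coupled enzyme assays that gave an IC50 when retested across doses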;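 note: the DPM-DC format reads NADH fluorescence rather than 340 nm absorbance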
Active calls of the source: *; [ ] = another dose, or the depositor's remark. The order is random; any-hit rate near 15%.

`COc1c(C)cccc1C(=O)Nc1cc(-c2nn3c(C)nnc3s2)ccc1C` gave D1 mod -0.25, TNAP act mid DEA 0.9, M1 antag -1.2, M1 ag 1.5, Jurkat viability -7, Ecoli tolC -9, HEK293 NFkB inh 11, SF1 activator -25 and NADH enzymes 7%.
`C#Cc1ccc(C(=O)Nc2cc(C(N)=O)ccc2N2CCOCC2)cc1` gave D1 mod 0.031, TNAP act mid DEA 1, M1 antag 0.075, M1 ag -1.4, Jurkat viability 11, Ecoli tolC 14, HEK293 NFkB inh 12, SF1 activator 0 and NADH enzymes 3%.
For Cc1noc(C)c1CSCC(=O)OCC(=O)Nc1sccc1C#N the results were D1 mod 0.033, TNAP act mid DEA 1, M1 antag -0.0072, M1 ag -1.5, Jurkat viability -2, Ecoli tolC -8, HEK293 NFkB inh -2, SF1 activator 16 and NADH enzymes 6%.
Screening O=C(Nc1c2c(nn1-c1ccc(F)cc1)CSC2)c1ccc(S(=O)(=O)N2CCOCC2)cc1 returned D1 mod 1.1, TNAP act mid DEA 0.9, M1 antag -0.4, M1 ag -0.99, Ecoli tolC -3, HEK293 NFkB inh 6, SF1 activator 4 and NADH enzymes 6%.
For O=C(NCC1CCCO1)c1ccc(CS(=O)(=O)Cc2ccc(F)cc2)o1 (configuration not stated) the results were D1 mod 0.23, TNAP act mid DEA 1, M1 antag -0.22, M1 ag 0.11, Jurkat viability 5, Ecoli tolC -20, HEK293 NFkB inh 24, SF1 activator 7 and NADH enzymes 6%.
`Cc1ccc(-n2nc(C(=O)N3CCN(C)CC3)c3c4ccccc4n(C)c3c2=O)cc1` gave D1 mod 1.5, TNAP act mid DEA 0.9, M1 antag 0.022, M1 ag -0.54, Jurkat viability 7, Ecoli tolC -10, HEK293 NFkB inh 11, SF1 activator -28 and NADH enzymes 4%.
Screening CCC(=O)Nc1cccc(-c2nnc(SCC(=O)c3ccccc3)n2C)c1 returned D1 mod -1.6, TNAP act mid DEA 0.9, M1 antag -0.2, M1 ag -0.41, Jurkat viability -1, Ecoli tolC -5, HEK293 NFkB inh 5, SF1 activator 44 and NADH enzymes 9%.
`CCCCc1ccc(NC(=O)CC(C)=O)cc1` gave D1 mod 0.023, TNAP act mid DEA 0.9, M1 antag -0.28, M1 ag 0.83, Jurkat viability -7, Ecoli tolC -3, HEK293 NFkB inh 5, SF1 activator 33 and NADH enzymes 2%.
Screening Cc1nc(SCc2ccc(Br)cc2)[nH]c(=O)c1C returned D1 mod 2.2, TNAP act mid DEA 0.8, M1 antag -0.58, M1 ag 0.63, Jurkat viability 0, Ecoli tolC 22, HEK293 NFkB inh 12, SF1 activator -12 and NADH enzymes 1%.
For O=C(O)c1nsc(Cl)c1Cl the results were D1 mod 0.22, TNAP act mid DEA 0.9, M1 antag -0.025, M1 ag -0.21, Ecoli tolC -7, SF1 activator -1 and NADH enzymes 5%.
`CC(C)c1nnc(N2C(=O)c3oc4ccccc4c(=O)c3C2c2ccco2)s1` (configuration not stated) gave D1 mod -0.42, M1 antag -0.53, M1 ag -0.21, Jurkat viability 1, Ecoli tolC 15, HEK293 NFkB inh 17, SF1 activator -24 and NADH enzymes 1%.
Screening Cc1cccc(OCC(=O)Nc2cccc(O)c2)c1 returned D1 mod 0.7, TNAP act mid DEA 0.8, M1 antag -0.24, M1 ag -0.017, Jurkat viability -6, Ecoli tolC 4, HEK293 NFkB inh 6, SF1 activator 3 and NADH enzymes 6%.
For CC(C)CC(C(=O)Nc1oc(-c2ccco2)c(-c2ccco2)c1C#N)N1C(=O)c2ccccc2C1=O (configuration not stated) the results were TNAP act mid DEA 0.9, M1 antag -1.9*, M1 ag 13*, Jurkat viability -4, Ecoli tolC 17, HEK293 NFkB inh 6, SF1 activator -6 and NADH enzymes 2%.
CCCCOCCCNC(=O)CN1C(=O)c2ccccc2C1=O was read as D1 mod -0.5, TNAP act mid DEA 1, M1 antag 0.068, M1 ag 0.043, Ecoli tolC -6 and NADH enzymes 3%.
For COc1ccc(NC(=O)CNc2cccc(C#N)c2)cc1Cl the results were D1 mod 0.69, TNAP act mid DEA 0.9, M1 antag 1.1, M1 ag -1.8, Jurkat viability -2, Ecoli tolC 14, HEK293 NFkB inh 7, SF1 activator 12 and NADH enzymes 6%.
For COC(=O)c1cccc(NC(=O)c2nn(C(C)C)c(=O)c3ccccc23)c1 the results were D1 mod 0.038, TNAP act mid DEA 0.9, M1 antag 0.089, M1 ag 1.5, Jurkat viability -1, Ecoli tolC -3, HEK293 NFkB inh 3, SF1 activator 0 and NADH enzymes 7%.
`Cc1nc(SCC(=O)Nc2cc(C)on2)c2c3c(sc2n1)CCCC3` gave D1 mod 1.9, TNAP act mid DEA 0.9, M1 antag -0.23, M1 ag -0.021, Jurkat viability -1, Ecoli tolC 12, HEK293 NFkB inh 14, SF1 activator 10 and NADH enzymes 2%.
Screening COCCOCCOCCC(=O)NC1CC2CCC1(C)C2(C)C (configuration not stated) returned D1 mod -0.066, TNAP act mid DEA 1, M1 antag -1, M1 ag -0.01, Ecoli tolC 9, SF1 activator 2 and NADH enzymes 1%.
Screening O=C(Nc1cc(C(F)(F)F)ccc1N1CCOCC1)c1n[nH]c(=O)c2ccccc12 returned D1 mod -0.22, TNAP act mid DEA 1, M1 antag 0.019, M1 ag -0.011, Jurkat viability 2, Ecoli tolC -9, HEK293 NFkB inh 24, SF1 activator -16 and NADH enzymes 4%.
`CC(C)Sc1nc(NCc2ccco2)c2c3c(sc2n1)COC(C)(C)C3` gave D1 mod 0.39, TNAP act mid DEA 0.9, M1 antag 0.79, M1 ag -0.0031, Ecoli tolC 65*, HEK293 NFkB inh 2, SF1 activator 31 and NADH enzymes 3%[fluoresces].
For O=C(NCCOc1ccccc1)c1n[nH]c(=O)c2ccccc12 the results were D1 mod 0.49, TNAP act mid DEA 0.9, M1 antag -0.015, M1 ag -0.29, Jurkat viability 3, Ecoli tolC -5, HEK293 NFkB inh 8, SF1 activator -1 and NADH enzymes 0%.
`CCCCC(=O)Nc1ccc(NC(=O)C(C)C)cn1` gave TNAP act mid DEA 0.9, M1 antag 0.38, M1 ag -0.66, Jurkat viability 1, Ecoli tolC -19, HEK293 NFkB inh -1, SF1 activator 4 and NADH enzymes 5%.
`CN1CCN(C(=O)C2CCN(S(=O)(=O)c3ccc4c(c3)oc(=O)n4C)CC2)CC1` gave D1 mod -0.012, TNAP act mid DEA 0.9, M1 antag -0.77, M1 ag -0.8, Jurkat viability 1, Ecoli tolC -12, HEK293 NFkB inh -2, SF1 activator 0 and NADH enzymes 2%.
`CCOC(=O)c1[nH]c(C)c(CN(CCc2ccccc2)C(=O)CCC(=O)O)c1C` gave D1 mod 0.42, TNAP act mid DEA 0.9, M1 antag -0.25, M1 ag 0.076, Jurkat viability -2, Ecoli tolC 8, HEK293 NFkB inh 16, SF1 activator 8 and NADH enzymes 3%.
`O=C(O)C1CCCN1S(=O)(=O)c1cc(Cl)ccc1Cl` (configuration not stated) gave D1 mod -1.1, TNAP act mid DEA 0.9, M1 antag -0.007, M1 ag 0.024, Jurkat viability 1, Ecoli tolC -10, HEK293 NFkB inh 10, SF1 activator -10 and NADH enzymes 6%.
Cc1csc(NC(=O)CSc2nnc(-c3ccco3)n2C)n1 was read as D1 mod 0.0065, TNAP act mid DEA 0.9, M1 antag 0.29, M1 ag 0.0057, Jurkat viability 3, Ecoli tolC -1, HEK293 NFkB inh 9, SF1 activator 9 and NADH enzymes 7%.
CC1(C)CC(O)C(C)(C)N1O (configuration not stated) was read as TNAP act mid DEA 1, M1 antag -0.0095, M1 ag 0.02, Jurkat viability 1, Ecoli tolC -44, HEK293 NFkB inh 7, SF1 activator -24 and NADH enzymes 7%.
`C=CCn1c(=N)n(CC(=O)OC)c2ccccc21` gave D1 mod 0.034, TNAP act mid DEA 1, M1 antag 0.32, M1 ag -0.09, Jurkat viability 2, Ecoli tolC -22, HEK293 NFkB inh 11, SF1 activator -17 and NADH enzymes 8%.
NC12CC3CC(C1)CC(CO)(C3)O2 was read as D1 mod -0.021, TNAP act mid DEA 0.9, M1 antag -0.11, M1 ag 0.74, Jurkat viability 3, Ecoli tolC -14, HEK293 NFkB inh 8, SF1 activator -12 and NADH enzymes 4%.
`COc1ccc(S(=O)(=O)N(C)CC(=O)N2CCC(C)CC2)cc1Cl` gave D1 mod 1.1, TNAP act mid DEA 1, M1 antag -0.15, M1 ag -0.18, Jurkat viability -1, Ecoli tolC 2, HEK293 NFkB inh 12, SF1 activator 0 and NADH enzymes 3%.
CN1CCN(c2nc3c(c(=O)n(C)c(=O)n3C)n2Cc2cccc3ccccc23)CC1 was read as D1 mod 1.5, TNAP act mid DEA 0.9, M1 antag -0.33, M1 ag 1.3, Ecoli tolC 21, SF1 activator -1 and NADH enzymes 5%.
O=C(O)CC(NC(=O)OCc1ccccc1)c1ccccc1 (configuration not stated) was read as D1 mod -1.3, TNAP act mid DEA 0.9, M1 antag 0.26, M1 ag 0.11, Jurkat viability 13, Ecoli tolC 9, HEK293 NFkB inh 0, SF1 activator -10 and NADH enzymes 2%.
`COc1cc2cc(CN(C(=O)NC3CCCCC3)C3CCCC3)c(=O)[nH]c2cc1OC` gave D1 mod 2.7, TNAP act mid DEA 0.9, M1 antag 0.32, M1 ag -1.2, Jurkat viability -8, Ecoli tolC 12, HEK293 NFkB inh 7, SF1 activator 32 and NADH enzymes 11%[fluoresces].
Cn1c(=O)cc(OCCCC(=O)NCc2ccc3c(c2)OCO3)c2ccccc21 was read as D1 mod -0.85, TNAP act mid DEA 1, M1 antag -0.12, M1 ag -0.43, Jurkat viability 3, Ecoli tolC 5, HEK293 NFkB inh 4, SF1 activator -13 and NADH enzymes 0%.
COCCCn1cnc2c(c1=O)c1nc3ccccc3nc1n2-c1ccccc1 was read as D1 mod -0.41, TNAP act mid DEA 0.9, M1 antag 0.58, M1 ag -0.19, Jurkat viability 2, HEK293 NFkB inh 28, SF1 activator 20 and NADH enzymes 11%.

Grouped by structure, the entries above with a COOH group.
For O=C(O)c1nsc(Cl)c1Cl the results were D1 mod 0.22, TNAP act mid DEA 0.9, M1 antag -0.025, M1 ag -0.21, Ecoli tolC -7, SF1 activator -1 and NADH enzymes 5%.
`CCOC(=O)c1[nH]c(C)c(CN(CCc2ccccc2)C(=O)CCC(=O)O)c1C` gave D1 mod 0.42, TNAP act mid DEA 0.9, M1 antag -0.25, M1 ag 0.076, Jurkat viability -2, Ecoli tolC 8, HEK293 NFkB inh 16, SF1 activator 8 and NADH enzymes 3%.
`O=C(O)C1CCCN1S(=O)(=O)c1cc(Cl)ccc1Cl` (configuration not stated) gave D1 mod -1.1, TNAP act mid DEA 0.9, M1 antag -0.007, M1 ag 0.024, Jurkat viability 1, Ecoli tolC -10, HEK293 NFkB inh 10, SF1 activator -10 and NADH enzymes 6%.
O=C(O)CC(NC(=O)OCc1ccccc1)c1ccccc1 (configuration not stated) was read as D1 mod -1.3, TNAP act mid DEA 0.9, M1 antag 0.26, M1 ag 0.11, Jurkat viability 13, Ecoli tolC 9, HEK293 NFkB inh 0, SF1 activator -10 and NADH enzymes 2%.
